Bioassay records from PubChem.
ERAP1 HTS inh: human ERAP1 aminopeptidase inhibitors, primary screen, biochemical, single point, plate reader | Endoplasmic reticulum aminopeptidase 1 (Homo sapiens), Q9NZ08 | recombinant ERAP1, Leu-AMC fluorescence, 60 min | inhibition, % at 10.7 µM | hit rate 0.15% among 340,000 | AID 652197, 2013;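 active means mean replicate inhibition of at least 30%, or all replicates individually reaching that 30% level; inactive means mean below 30% and not every replicate reaching it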;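 further: 0% = neutral control wells and 100% = L-leucinethiol positive control wells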
Casp6 inh: human caspase-6 inhibitors, primary screen, biochemical, VEID-R110 fluorescence, single point, set 2; P55212; purified caspase-6, Z-VEID-R110 cleavage fluorescence; inhibition, % at 12.5 µM; hit rate 0.53% among 350,000;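 active means mean inhibition across replicates at least about 35%, with every replicate also reaching that limit, limit read from the data; inconclusive means only one of the two criteria met; inactive means neither criterion met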;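 further: 0% = median of neutral control wells and 100% = no fluorescence left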
Target sequence (P55212 24-179 limits assumed): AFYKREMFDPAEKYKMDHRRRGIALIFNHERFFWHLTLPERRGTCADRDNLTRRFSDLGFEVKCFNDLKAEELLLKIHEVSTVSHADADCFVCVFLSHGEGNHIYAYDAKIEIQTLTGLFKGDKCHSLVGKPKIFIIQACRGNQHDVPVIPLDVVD
Target sequence (P55212 194-293 limits assumed): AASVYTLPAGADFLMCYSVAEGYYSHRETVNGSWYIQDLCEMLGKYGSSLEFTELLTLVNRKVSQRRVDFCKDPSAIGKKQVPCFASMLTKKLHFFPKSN
ERp5 block: inhibitors of ERp5-driven insulin aggregation, primary screen, biochemical, turbidity, absorbance 650 nm, single point; Protein disulfide-isomerase A6 (Homo sapiens), Q15084; 90 min; inhibition, % at 9.99 µM; hit rate 0.05% among 350,000; AID 651711, 2012;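 active means mean replicate inhibition above about 25%, with every replicate also reaching it, limit read from the data, passing the limit was not always enough; inconclusive means only one of those two criteria met; inactive means neither criterion met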
Target sequence (Q15084 whole entry, looked up): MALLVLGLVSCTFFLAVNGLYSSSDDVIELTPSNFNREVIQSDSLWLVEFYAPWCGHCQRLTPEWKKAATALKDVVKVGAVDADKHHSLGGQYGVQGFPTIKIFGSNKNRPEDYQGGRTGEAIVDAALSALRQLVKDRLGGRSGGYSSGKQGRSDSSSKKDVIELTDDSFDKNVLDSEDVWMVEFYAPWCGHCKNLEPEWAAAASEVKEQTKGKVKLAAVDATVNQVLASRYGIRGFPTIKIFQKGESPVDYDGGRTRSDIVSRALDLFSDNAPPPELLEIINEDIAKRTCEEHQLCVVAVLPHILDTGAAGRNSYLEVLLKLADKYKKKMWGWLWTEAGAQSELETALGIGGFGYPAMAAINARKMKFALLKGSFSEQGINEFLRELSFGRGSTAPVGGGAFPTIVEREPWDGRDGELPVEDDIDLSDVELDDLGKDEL
miR122 inh: miR-122 Renilla sensor signal increase in Huh7, primary screen, miR-122 inhibitor project, cell-based, single point, plate reader; Huh7 miR-122 Renilla luciferase sensor, 48 h; neutral wells = 0, positive control = 100; activation (reporter increase), % at 12.5 µM; hit rate 0.3% among 340,000;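 active means mean replicate activation score at least 90 and every replicate individually at or above 90; inconclusive means only one of the two criteria met; inactive means neither criterion met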;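 further: higher luciferase means less miR-122 activity so hits act as miR-122 inhibitors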
F508del corr: F508del CFTR correction, initial screen, CFBE line, single point; activity (quench increase), % at 7.58 µM; hit rate 0.36% among 350,000; AID 720511, 2013; CFBE cells, YFP halide quenching; stimulated with forskolin plus potentiator P3; % fluorescence drop versus neutral controls;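 active means mean added fluorescence quench of at least 8% versus neutral control, with both replicates also reaching 8%; inconclusive means only one of the mean or replicate conditions met; inactive means mean below 8% and not both replicates reaching 8%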;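 further: cells transiently co-express mutant CFTR-F508del with the halide-sensitive YFP; corrector assay measuring rescue of mutant channel to the surface after 24 h compound exposure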
DENV2 CPE rescue: inhibitors of DENV2 cytopathic effect, primary screen, cell-based, plate reader, single concentration; DENV2-infected cells, cytopathic effect rescue; CPE inhibition, % at 9.99 µM; hit rate 1.7% among 350,000; in the data active means CPE inhibition above about 20%, passing the limit was not always enough; inconclusive means no clear call, values can overlap the other calls; tested in BHK-21 cells;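 further: 0% = median of neutral control wells and 100% = median of positive control wells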
SIRT5 block: SIRT5 desuccinylase inhibitors, primary screen, biochemical, fluorescence imaging, single point, set 5; Purified SirT5, succinyl-peptide AMC, trypsin-coupled fluorescence; inhibition, % at 15 µM; AID 652115, 2013; NAD-dependent protein deacylase sirtuin-5, mitochondrial (Homo sapiens), Q9NXA8; hit rate 1.1% among 330,000; in the data active means inhibition above about 15%; inconclusive means no clear call, values can overlap the other calls
Target sequence (Q9NXA8 whole entry, looked up): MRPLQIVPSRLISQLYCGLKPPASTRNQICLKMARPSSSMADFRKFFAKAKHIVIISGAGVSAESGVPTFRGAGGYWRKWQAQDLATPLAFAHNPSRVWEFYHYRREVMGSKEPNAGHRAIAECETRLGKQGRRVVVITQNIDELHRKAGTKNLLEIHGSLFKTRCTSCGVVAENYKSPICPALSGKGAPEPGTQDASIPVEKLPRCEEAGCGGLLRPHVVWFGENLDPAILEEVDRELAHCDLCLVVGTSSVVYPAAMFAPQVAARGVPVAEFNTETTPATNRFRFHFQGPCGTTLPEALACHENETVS
* = called active by the depositor; ? = inconclusive; nt = not tested or not shown; [ ] = dose if it differs, or a comment. Random draw from the library, and some 4% of all compounds hit somewhere here.

miR122 inh | ERAP1 HTS inh | SIRT5 block | ERp5 block | F508del corr | Casp6 inh | DENV2 CPE rescue | canonical_smiles
nt | 1 | -2 | 1 | 1.8 | 1 | -3 | O=C(C[C@@H]1CC[C@@H](NC(=O)c2ccncc2)[C@@H](CO)O1)Nc1ccc(-c2ccccc2)cc1
nt | 0 | 0 | -8 | 7.5 | 1 | 9 | Cc1cccc(C2c3[nH]c4ccccc4c3CCN2C(=O)c2cn(C)c3ccccc3c2=O)n1 (configuration not stated)
0 | 3 | 0 | 0 | 4.3 | 1 | -4 | CCOCCCNC(=O)C(NC(=O)c1ccc(=O)[nH]c1)c1ccc(Cl)cc1 (configuration not stated)
-7 | -2 | 0 | 3 | 2.1 | 3 | 0 | O=C(Nc1ccccn1)C12CC3CC(CC(C3)C1)C2
69 | 2 | nt | 5 | 2.6 | -1 | -1 | O=S(=O)(NCCCCNS(=O)(=O)c1c(F)cccc1F)c1ccc2c(c1)OCCO2
0 | 4 | 2 | -1 | 3.7 | 4 | 9 | CC(=O)N1CCN(CC(=O)Nc2cc([N+](=O)[O-])ccc2Cl)CC1
nt | 3 | 5 | 2 | -1.4 | 7 | 0 | COc1ccc(CNC(=O)c2c(C)cc(=O)oc2C)cc1
nt | -1 | -1 | 2 | -2.6 | 4 | -3 | CC(=O)Nc1ccc(C(=O)COC(=O)c2nc3nc(C)cc(C)n3n2)cc1
nt | 0 | 0 | -2 | 3.0 | 0 | -9 | COc1ccccc1NC(=O)N[C@H]1C=C[C@@H](CC(=O)N[C@@H](C)c2ccccc2)O[C@H]1CO
nt | -3 | 2 | -4 | -0.3 | -1 | -7 | CCC(=O)Nc1ccc2c(c1)C(=O)N(C)C[C@@H](OC)[C@H](C)CN(Cc1ccccc1C(=O)O)[C@@H](C)CO2
nt | 2 | -2 | 6 | 0.4 | 3 | 14 | CCc1ccc(N/C(N)=N/c2nc(CSc3ncccn3)cc(=O)[nH]2)cc1
1[16.7 µM] | 0 | 2 | 13 | -0.1 | 0 | 2 | C[C@H]1CN([C@@H](C)CO)S(=O)(=O)c2ccc(-c3ccc(F)cc3)cc2O[C@H]1CN(C)S(C)(=O)=O
-6 | 0 | -3 | 5 | 1.6 | 80* | 8 | O=C(NCC(=O)N1CC=C(c2ccccc2)CC1)c1ccccc1Br
-2 | -7 | -1 | -8 | 1.6 | -4 | 1 | O=C1NC(CCO)C(=O)NC1CCO (configuration not stated)
1 | 2 | 1 | 1 | 0.8 | 4 | 5 | CNC(=O)N(O)C1N(/N=C/c2ccccc2F)C(=S)SC1(C)C (configuration not stated)
0[16.7 µM] | 2 | -1 | 2 | -3.5 | 1 | -2 | CNC[C@@H]1Oc2c(NC(=O)Nc3ccccc3)cccc2C(=O)N([C@H](C)CO)C[C@H]1C
9 | -2 | -1 | 1 | 1.1 | -1 | -6 | Cc1cc(C)cc(NC(=O)c2cccc(NC3=NC4CS(=O)(=O)CC4S3)c2)c1 (configuration not stated)
nt | 1 | -6 | 0 | 0.2 | -2 | 5 | COc1c(C)cc(C(=O)C2CCCN(C(=O)c3cc4nc(C)cc(C)n4n3)C2)cc1C (configuration not stated)
nt | 2 | 1 | 4 | -2.7 | 0 | 0 | COc1cccc(CN(C)C(=O)c2cccc(OC3CCN(C4CCCC4)CC3)c2)c1
-2 | 0 | 14 | -5 | -0.8 | 76* | 1 | O=C1/C(=C/C=C/c2ccco2)SC(=S)N1c1ccc(O)cc1

Another view of part of the listing above.
SMILES,miR122 inh,ERAP1 HTS inh,SIRT5 block,ERp5 block,F508del corr,Casp6 inh,DENV2 CPE rescue
CCC(=O)Nc1ccc2c(c1)C(=O)N(C)C[C@@H](OC)[C@H](C)CN(Cc1ccccc1C(=O)O)[C@@H](C)CO2,nt,-3,2,-4,-0.3,-1,-7
CCc1ccc(N/C(N)=N/c2nc(CSc3ncccn3)cc(=O)[nH]2)cc1,nt,2,-2,6,0.4,3,14
C[C@H]1CN([C@@H](C)CO)S(=O)(=O)c2ccc(-c3ccc(F)cc3)cc2O[C@H]1CN(C)S(C)(=O)=O,1[16.7 µM],0,2,13,-0.1,0,2
O=C(NCC(=O)N1CC=C(c2ccccc2)CC1)c1ccccc1Br,-6,0,-3,5,1.6,80*,8
O=C1NC(CCO)C(=O)NC1CCO (configuration not stated),-2,-7,-1,-8,1.6,-4,1
CNC(=O)N(O)C1N(/N=C/c2ccccc2F)C(=S)SC1(C)C (configuration not stated),1,2,1,1,0.8,4,5
CNC[C@@H]1Oc2c(NC(=O)Nc3ccccc3)cccc2C(=O)N([C@H](C)CO)C[C@H]1C,0[16.7 µM],2,-1,2,-3.5,1,-2
Cc1cc(C)cc(NC(=O)c2cccc(NC3=NC4CS(=O)(=O)CC4S3)c2)c1 (configuration not stated),9,-2,-1,1,1.1,-1,-6

(listing goes on)
miR122 inh | ERAP1 HTS inh | SIRT5 block | ERp5 block | F508del corr | Casp6 inh | DENV2 CPE rescue | canonical_smiles
24 | -4 | -1 | 0 | -1.1 | -1 | -2 | Cc1ccc(S(=O)(=O)N2CCOC23CCN(C(=O)c2cc(Cl)ccc2Cl)CC3)cc1
5 | -2 | -3 | 8 | 0.6 | -1 | 4 | O=C(CSC1=Nc2ccccc2C2CC=NN12)NCc1ccco1 (configuration not stated)
-9 | 1 | 0 | 5 | 0.5 | 1 | 2 | O=C(C1CCC(=O)N(C2CC2)C1)N1CCN(c2cccc(Cl)c2)CC1 (configuration not stated)
-1[16.7 µM] | 4 | 2 | -6 | -15 | -1 | 5 | COC(=O)C[C@@H]1C[C@H]2c3cc(NC(=O)Nc4ccc(C(F)(F)F)cc4)ccc3O[C@H]2[C@@H](CO)O1
3[16.7 µM] | 3 | -1 | 0 | -5.5 | -2 | -17 | CCCN(C)C[C@H]1OCCCC[C@H](C)Oc2ccc(NC(=O)NC3CCCCC3)cc2C(=O)N([C@@H](C)CO)C[C@H]1C
2 | -1 | nt | -1 | -2.7 | 1 | 8 | COc1cccc(NC(=O)CN2C(=O)COc3ccc(Cl)cc32)c1
nt | -2 | 0 | 4 | 0.7 | -3 | 8 | O=C(CSc1ccccc1)N1CCN(C(=O)c2ccco2)CC1
1 | -1 | -6 | 0 | -2.1 | 0 | -3 | O=C(CSc1nc2scc(-c3cccs3)c2c(=O)n1CCc1ccccc1)N1CCCC1
0 | -1 | -5 | 1 | 3.7 | 4 | 0 | Cc1ccc(S(=O)(=O)N2CCCN(C(C)c3nc4ccccc4c(=O)[nH]3)CC2)cc1 (configuration not stated)
1[16.7 µM] | 1 | -2 | 1 | nt | -5 | -6 | CO[C@@H]1CN(C)C(=O)c2ccc(NC(=O)C3CCC3)cc2OC[C@@H](C)NC[C@H]1C
-5 | 0 | 25* | -5 | 1.8 | -2 | 12 | Cc1nn(CC(=O)NCCCN2CCC(Cc3ccccc3)CC2)c(=O)c2cc(-c3ccccc3)nn12
-6 | 1 | -3 | 1 | 0.5 | -2 | -2 | COc1ccc(C(C)(C)NC(=O)C2CCC(=O)N(CCCN3CCCC3=O)C2)cc1 (configuration not stated)
0 | 0 | -2 | nt | 2.5 | 0 | 2 | CC(C)NCC(=O)Nc1c2c(nc3ccccc13)CCC2
1 | 0 | -1 | -5 | 4.9 | 1 | -1 | O=C(NC1CCC(O)CC1)c1cccc2cccnc12 (configuration not stated)
nt | -1 | 4 | -5 | 1.1 | 1 | -4 | CCN(CC)S(=O)(=O)c1ccc(N(C)C)c(NC(=O)C2CCCC2)c1
61 | 1 | 1 | 4 | -2.3 | 1 | ? | CC(=O)c1cccc(NS(=O)(=O)c2csc(C(N)=O)c2)c1
nt | 7 | -4 | -2 | nt | 0 | 3 | CN1CCN(C(=S)c2ccc(Br)cc2)CC1
1 | -5 | 0 | -1 | 1.8 | -2 | ? | COc1ccc(OCCSc2nc3ccccc3n2CCC(=O)O)cc1
18 | 4 | -2 | -1 | 0.8 | 11 | -4 | C=CCn1c(=O)c(C(=O)Nc2ncccc2O)c(O)c2ccccc21
7 | 0 | -3 | -1 | -0.4 | 1 | 15 | Cc1ccc2[nH]c3c(=O)[nH]ncc3c2c1
-4 | 1 | 1 | 2 | 2.5 | 6 | 6 | COc1ccc(Cc2nnc(NC(=O)C3CC(=O)N(c4ccc(OC)cc4)C3)s2)cc1 (configuration not stated)
-11 | -4 | -3 | -2 | -7.0 | -6 | 10 | COc1ccc(Cl)cc1NC(=O)NCC1CCN(Cc2cc(C)ccc2C)CC1
nt | -2 | nt | -10 | 0.3 | -1 | -9 | CCO[C@@H]1OC(C(=O)NC2CC2)=C[C@H](c2csc3ccccc23)[C@H]1CCCO
-27[16.7 µM] | 1 | -1 | 0 | -0.3 | 0 | -12 | Cc1nn(C)cc1NC(=O)C[C@@H]1CC[C@H]2[C@H](COc3ccc(NC(=O)Nc4cccc(Cl)c4)cc3C(=O)N2C)O1
4 | 0 | 0 | 5 | 0.6 | 4 | 2 | Cc1ccc(NC(=O)Cc2nnc(SCC(=O)NC3CCCC3)n2C)cc1
-1 | 1 | -8 | -3 | 4.9 | 0 | 2 | COc1cc2c(cc1OC)C(SC)=NC(C)(C)C2
9[16.7 µM] | -1 | 0 | 0 | 0.1 | -1 | 5 | CCCNC(=O)C[C@H]1CC[C@H]2[C@@H](COC[C@H](O)CN2Cc2ccc(Cl)c(Cl)c2)O1
7 | -1 | -1 | 3 | -1.4 | -67 | 4 | Cc1cc(N2CCN(C)CC2)nc2ccc(NC(=S)N3CCCCC3)cc12
nt | -4 | -3 | -3 | -0.1 | -2 | 5 | COC(=O)c1c(NC(=O)COC(=O)c2ccccc2O)sc2c1CCCCC2
nt | -1 | 1 | 2 | -1.9 | 1 | -1 | COc1c(S(=O)(=O)N2CCN(C(=O)c3ccco3)CC2)ccc(Cl)c1Cl
nt | 0 | -3 | 6 | -0.3 | -2 | -11 | CCC(=O)N1CC2(C1)[C@@H](c1ccc(-c3ccc(C)cc3)cc1)[C@H](CO)N2S(=O)(=O)CC
-16 | -2 | -2 | 3 | 3.2 | -4 | -5 | Cc1cc(C)nc(NC(N)=NCCc2c[nH]c3ccccc23)n1
0 | -2 | nt | 3 | -0.2 | -17 | -8 | COc1ccc(OC)c(NC(=O)Nc2nc(C(N)c3ccccc3Cl)cs2)c1 (configuration not stated)
-14 | 1 | nt | -3 | 3.5 | 0 | 2 | Cc1ccc(C(=O)NNC(=O)c2cccc3ccccc23)cc1
nt | -4 | 2 | -3 | -2.3 | 0 | -4 | COc1ccc2c3c(n(C)c2c1)[C@H](CO)N(C(=O)C1CC1)CC31CCN(C(=O)Nc2cccc(F)c2)CC1
-5 | -1 | -1 | 4 | 1.6 | 5 | -4 | COc1ccc(C(=O)N2CCN(C(=O)C3COc4ccccc4O3)CC2)cc1 (configuration not stated)
0 | nt | -4 | -2 | 0.1 | -11 | 3 | CCN1CCCc2cc(CN(CCN3CCOCC3)C(=S)Nc3ccc(OC)cc3)ccc21
1[16.7 µM] | 3 | 1 | 1 | 2.5 | 4 | -6 | O=C(C[C@@H]1CC[C@@H]2[C@H](COC[C@@H](O)CN2C(=O)Nc2ccc3c(c2)OCO3)O1)N1CCN(c2ccccc2)CC1
-1[16.7 µM] | 2 | 1 | 13 | 2.0 | 2 | 7 | CC(C)NC(=O)Nc1ccc2c(c1)CC(=O)N([C@H](C)CO)C[C@H](C)[C@H](CN(C)CC1CC1)O2
-2 | 4 | 5 | 4 | -2.1 | 15 | -1 | NC1=NC(=O)/C(=C\c2ccc(O)c([N+](=O)[O-])c2)S1
